Screens: PubChem, several laboratories
Mtb RmlCD inh – M. tuberculosis RmlC/RmlD inhibition; RmlC+RmlD coupled enzyme assay, percent inhibition; primary screen in compound mixtures; hit rate 0.03% among 160,000; AID 1533; inhibition, % at 3.6 µM; P9WH09+P9WH11; in the data active = inhibition mostly above about 34%, no sharp cut-off; inconclusive = no clear call, values can overlap the other calls; inactive = mostly below about 22%; note: some results filed as inactive read as strong as hits
Target sequence (P9WH09 whole entry, looked up): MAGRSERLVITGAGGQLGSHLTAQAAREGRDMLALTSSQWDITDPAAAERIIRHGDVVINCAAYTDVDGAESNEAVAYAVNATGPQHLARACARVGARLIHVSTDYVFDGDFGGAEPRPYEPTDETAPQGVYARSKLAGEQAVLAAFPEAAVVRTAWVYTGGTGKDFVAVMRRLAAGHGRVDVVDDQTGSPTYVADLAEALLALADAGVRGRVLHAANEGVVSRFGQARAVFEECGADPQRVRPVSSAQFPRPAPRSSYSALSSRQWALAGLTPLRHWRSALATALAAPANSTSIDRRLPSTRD
Target sequence (P9WH11 whole entry, looked up): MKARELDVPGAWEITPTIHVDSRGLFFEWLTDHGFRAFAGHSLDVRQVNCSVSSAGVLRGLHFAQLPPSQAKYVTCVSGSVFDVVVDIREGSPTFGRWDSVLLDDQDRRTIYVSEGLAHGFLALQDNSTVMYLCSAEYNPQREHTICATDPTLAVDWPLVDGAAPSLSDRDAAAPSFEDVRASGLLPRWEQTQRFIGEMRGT
M. tuberculosis GlmU – inhibition of mycobacterial GlmU enzyme – biochemical, glucosamine-1-phosphate acetyltransferase (AID 1376); inhibition, %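 (tested at 30 µM in the primary screen)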, or IC50 in µM where a hit was titrated; hit rate 0.25% among 220,000; M. tuberculosis GlmU acetyltransferase enzyme assay; higher % means a stronger effect; in the data active = inhibition above about 13%; inconclusive = no clear call, values can overlap the other calls;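 note: 0% = complete reaction with vehicle and 100% = reaction without substrate; strong numbers were not always called active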
Starred values were filed as active, the others as inactive; ? = inconclusive; . = not tested or not shown. These rows are one share of the data; rates above refer to the full screens.

SMILES	Mtb RmlCD inh	M. tuberculosis GlmU
CCOC(=O)CC(=O)CSc1nc2ccc(OC)cc2cc1C	9	0.9%
CCOC(=O)C1CCCN(c2c(N3CCN(c4cccc(Cl)c4)CC3)c(=O)c2=O)C1 (centres undefined)	.	-1.4%
CCOC(=O)c1cnc2c(Cl)c(Cl)ccc2c1N1CCN(C)CC1	.	-5.9%
C/C(=N\NC(=O)CN(c1ccc(Oc2ccccc2)cc1)S(C)(=O)=O)C(C)(C)C	-9	-1.0%
CCOC(=O)CSc1nc(CC)nc2ccccc12	.	-4.3%
Cc1ccc(-c2cc(O)cc3sc(=O)oc23)cc1C	5	-5.9%
CC1CCC(NC(=O)C(NC(=O)c2ccccc2)C(C)C)CC1 (centres undefined)	.	2.0%
CC(C)Cc1nnc(NC(=O)CCc2c[nH]c3ccccc23)s1	2	9.0%
CCOc1cc(/C=N/N2C(=O)NC3(CCCCC3)C2=O)cc(Br)c1O	-8	4.2%
COc1ccc(Cl)cc1NC(=O)CCN1CCN(c2ccccc2C)CC1	5	-6.3%
CC(=O)Nc1ccccc1NC(=O)CN(C)S(=O)(=O)c1ccc(C)cc1	-7	1.4%
COc1ccc(NS(=O)(=O)c2cccc(N3CC(O)=C(c4ccccc4)C3=N)c2)cc1	5	0.8%
COc1ccc([N+](=O)[O-])cc1N1C(=O)c2cccc3cccc(c23)C1=O	6	3.6%
O=[N+]([O-])c1cccc(/C([O-])=C(/C(=S)Nc2ccccc2)[n+]2ccccc2)c1	9	1.7%
CC(C)(C)[C@H]1C=C(C(=O)N2CCN(Cc3ccccc3)CC2)O[C@@H](OCCCCO)C1	.	0.9%
O/N=C/c1ccc(OCC(O)COc2ccc(/C=N/O)cc2)cc1	-9	-0.9%
COC(=O)c1ccc2c(=O)n(CCCCCC(=O)N3CCN(c4ccc(F)cc4)CC3)c(=O)[nH]c2c1	.	5.4%
O=C(O)C1CCCCC1C(=O)N1CCCC1 (centres undefined)	-8	4.5%
Cc1ccc(-c2nnn(C/C(N)=N/O)n2)cc1	-11	0.8%
Fc1ccc(Nc2nc(-c3ccncc3)cs2)cc1	4	-3.4%
CCOC(=O)c1cccc(NC(=O)C2(S(=O)(=O)c3ccc(C)cc3)CC2)c1	-10	-2.4%
CN(C)S(=O)(=O)c1ccc(C(=O)Nc2ccccc2OC(F)(F)C(F)F)cc1	.	1.8%
CCOC(=O)N1CCN(c2nc(-c3ccco3)cc(C(F)(F)F)n2)CC1	.	-2.5%
CCCn1c(SCC(=O)c2ccc3c(c2)OCCO3)nc2c1c(=O)n(C)c(=O)n2C	-3	-2.7%
CCCCNC(=S)N/N=C/C1=CCC2CC1C2(C)C (centres undefined)	-8	-0.7%
O=C(Nc1nnc(-c2ccc3c(c2)CCCC3)o1)C1COc2ccccc2O1 (centres undefined)	-6	2.5%
Nc1nnc(-c2ccc(Cl)cc2)o1	-13	1.2%
O=C(NC1CCCCC1)c1ccc(Br)o1	-6	-1.7%
CC1CCN(CCCNC(=O)c2ccc3c(Cl)c4c(nc3c2)CCCC4)CC1	.	-4.8%
CC(C)COc1ccc(CNC(=S)NCc2ccccc2)cc1	.	-6.2%
COc1ccc(-c2nnc(SC(C)C(=O)Nc3nccs3)n2Cc2ccccc2)cc1OC (centres undefined)	.	7.3%
CCc1nc2ccccc2c(C(=O)OCC(=O)NCCCN2CCCC2=O)c1C	6	.
CCN(C(=O)COC(=O)/C=C/c1cnc2ccccc2n1)c1ccccc1	7	-3.6%
Cc1ccc[n+](C(C)C(=O)c2ccc(-c3ccccc3)cc2)c1 (centres undefined)	4	0.2%
CCNc1nc(N)nc(Oc2ccc(OCCOc3ccc(Cl)cc3Cl)nn2)n1	-8	0.7%
O=C(COC(=O)/C=C/c1ccccc1[N+](=O)[O-])NCC(F)(F)F	8	-9.1%
C=CCOc1ccc(Br)cc1/C=C1/SC(=Nc2ccc(C(=O)O)cc2)NC1=O	3	16%*
CCN(CCCc1ccccc1)CCCc1ccccc1	.	-0.6%
Cc1cc2n(n1)SC(Nc1ccccc1)N2 (centres undefined)	-9	-4.7%
N#CC1=C(N)SC(N)=C(C#N)C1CCc1ccccc1	9	5.4%
C=C(C)Cn1c(SCC(=O)O)nc2c1c(=O)[nH]c(=O)n2C	.	-0.2%
COc1ccc(OCc2cc(C(=O)O)c(C)o2)cc1	7	52µM*
Cc1cc(C)cc(OCc2ccc(C(=O)NC3CCOC3=O)o2)c1 (centres undefined)	0	-2.1%
COc1cc(CNCCNC(=O)c2cccs2)cc(OC)c1OC	-3	1.6%
Brc1ccccc1-n1nnc(-c2ccnc3ccccc23)n1	.	3.7%
CCCc1[nH]nc2c1C(c1cccc(OC)c1)C(C#N)=C(N)O2 (centres undefined)	.	-6.4%
C=CCNC(=O)C1CC(=O)N(c2ccc(Br)cc2)C1 (centres undefined)	-10	-6.4%
CC(C)n1nnnc1SCC(=O)Nc1ccc2c(c1)OCO2	.	0.0%
Cn1c(COc2ccccc2)nnc1SCC(=O)c1cccc([N+](=O)[O-])c1	.	0.2%
Cc1cccc(NC(=O)CN2C(=O)N/C(=C/c3ccc(C)s3)C2=O)c1	-6	-2.7%

Following part
SMILES	Mtb RmlCD inh	M. tuberculosis GlmU
O=c1[nH]c(S)c(/C=C2\C=Nc3ccccc32)s1	?	3.5%
O=C(c1ccc(S(=O)(=O)N2CCOCC2)cc1)N1CCCc2ccccc21	7	5.7%
O=C(COC(=O)c1ccc(S(=O)(=O)N2CCCC2)cc1)NCc1ccco1	?	0.1%
CC1(C)OC(=O)N(c2ccccc2)C12C=Cc1cc(Br)ccc1O2 (centres undefined)	-5	-5.5%
Cc1cc2nncn2c2ccccc12	.	-8.6%
CN(C)c1nc(NCc2ccccc2)nc(N/N=C/c2cccc(Br)c2)n1	6	-1.1%
COc1ccc(/C(CC2(O)C(=O)Nc3ccccc32)=N\O)cc1 (centres undefined)	.	4.1%
Cc1ccnc(NC(=O)CCC2COc3ccccc3O2)c1 (centres undefined)	6	-0.2%
CCN(CC)C(=O)Cn1c(=O)n(CCCCCC(=O)Nc2ccccc2)c(=O)c2sccc21	6	5.1%
COc1ccccc1NC(=O)CSc1nc(N)c(-c2ccccc2)c(=O)[nH]1	5	2.0%
CC12CN3CC(C)(CN(C1)C3c1ccc(Cl)cc1)C2 (centres undefined)	109	2.3%
CCN(CC)C(=O)CSc1nc2ccccc2c(=O)n1-c1cccc(OC)c1	-8	-0.8%
Cc1nc(C(=O)Nc2ccccc2Cl)cc2c1[nH]c1ccccc12	-6	-2.7%
COc1ccc(CC(=O)OCC(=O)Nc2ccc3c(c2)OCCO3)cc1OC	.	-2.4%
Cc1[nH]c(C)c2c(=O)n(-c3ccccc3)ncc12	.	3.6%
C=CCN(CC=C)CCOc1ccc2ccccc2c1	.	-9.0%
Cc1cc(C)nc(N/N=C/c2ccccc2OCc2ccc(Br)cc2)n1	.	2.9%
Cc1ccc2nc3c(cc2c1)c(NS(=O)(=O)c1ccccc1)nn3CC(C)C	4	.
CC(C)CCn1c(N2CCC(C(N)=O)CC2)nc2c1c(=O)[nH]c(=O)n2C	-3	1.9%
Cc1cccc2nc(CSC(=N)N)c(Br)n12	.	2.6%
COCCn1c(SCC(=O)c2[nH]c(C)c(C(C)=O)c2C)nc2ccccc21	-3	3.4%
O=C(O)CCc1ccc(-c2ccc(F)cc2)n1Cc1ccco1	2	-0.6%
CCOC(=O)N1CCC(NC(=O)C2CCN(c3ccc(N4CCOCC4)nn3)CC2)CC1	5	4.3%
CC(C)(C)C1CCC(C(=O)Nc2cccnc2)CC1 (centres undefined)	-11	0.4%
COc1ccc(C(=O)NC(=S)Nc2ccc(Cl)cn2)cc1OC	11	-3.3%
Cc1cc(Nc2ccc(F)cc2)n2nc(C)nc2n1	.	-1.3%
O=C(CC12CCC(CC1)C2)NCc1ccc2c(c1)OCO2	.	-0.8%
COc1cc(CC(=O)N(c2ccccc2)c2nc(C)cs2)cc(OC)c1OC	1	-2.0%
CCn1cc(C(=O)N2CCN(Cc3ccc4c(c3)OCO4)CC2)c(=O)c2ccc(C)nc21	-6	4.4%
Cc1ccc2c(c1)cc(CN(Cc1ccco1)C(=O)N1CCOCC1)c1nnnn12	-5	1.6%
NC(=O)CSC1=N/C(=C\c2ccco2)C(=O)N1c1ccc(OC(F)F)cc1	-8	-0.8%
CCCNC(=O)NS(=O)(=O)c1cnccc1Sc1ccc(Cl)c(Cl)c1	3	0.0%
COc1ccccc1C(=O)Nc1nc(-c2ccc3c(c2)OCCO3)cs1	2	-1.3%
O=C(/C=C/c1ccco1)N1CCN(S(=O)(=O)/C=C/c2ccccc2)CC1	-12	-7.2%
CCc1ccccc1NC(=S)NCC1CCN(c2ccc(OC)cc2)C1 (centres undefined)	1	-2.7%
COc1ccc(C(=O)N[C@H](C(=O)NCC2CCCCC2)C(C)C)cc1	.	-1.6%
O=C(Cc1coc2cc3c(cc12)CCC3)NCC1(N2CCCCC2)CCCCC1	8	-9.5%
CCOC(=O)c1cnn2cc(-c3[nH]ncc3[N+](=O)[O-])cnc12	23	6.9%
Cn1c(CSc2ncn[nH]2)nc2ccccc21	.	-0.3%
Cc1cc2c3c(c1C)C1(C(=O)N3C(C)(C)CC2C)C(C#N)=C(N)Oc2n[nH]c(C)c21 (centres undefined)	-9	-11%
CC(C)(C)n1cc(C(=O)c2ccc3ccccc3c2O)cn1	5	-7.2%
COc1ccc2[nH]c(CN3CCN(C(C)C)C(CCO)C3)c(C)c2c1 (centres undefined)	.	2.2%
C/C(=N\N1C(=O)c2ccccc2NC1c1ccccc1)c1ccccc1O (centres undefined)	-13	-1.9%
CCCc1nc(N2CCOCC2)c2sc(=S)n(-c3ccccc3)c2n1	8	4.1%
COc1ccc(N(CC(=O)NCc2ccccc2)S(=O)(=O)c2c(C)noc2C)cc1	.	-0.1%
Cc1cccc(NC(=O)c2ccc([N+](=O)[O-])o2)n1	6	1.7%
COc1ccc(-c2cc3nc4c(c(=O)n3[nH]2)CCC4)cc1	.	-0.8%
CCOC(=O)c1c(C)nc(-c2ccccc2)nc1NC(=O)CC	.	1.6%
C(/C=C/C=C/Nc1ccccc1)=Nc1ccccc1	10	0.2%
CC(=O)OCC[n+]1c(C)n(-c2ccccc2)c2ccc(Cl)cc21	.	-1.8%

Next section:
SMILES	Mtb RmlCD inh	M. tuberculosis GlmU
Cc1cccc(C)c1NC(=O)Nc1ccccc1-n1ccnc1	.	0.9%
Cc1ccc(C2=NN(C3=NN=C(N)Cc4ncnn43)C(O)(C(F)(F)F)C2)cc1 (centres undefined)	33	6.0%
N#Cc1nc(-c2cccs2)oc1NCCCN1CCOCC1	0	1.3%
O=C(CSc1nc2cc(C(F)(F)F)ccc2n1Cc1ccccc1)NC1CCS(=O)(=O)C1 (centres undefined)	6	1.5%
Cc1nn2c(-c3ccc(Cl)cc3)ccnc2c1-c1ccccc1	5	-3.7%
CCOC(=O)C1(CC2CC2)CCN(Cc2cc(Cl)c(O)c(OC)c2)CC1	-13	0.8%
c1ccc(OCCCn2nnc(-c3ccncc3)n2)cc1	20	1.4%
CCn1c(N2CCN(S(=O)(=O)c3ccc(Cl)cc3)CC2)nc2ccccc21	-2	-0.9%
Clc1ccc(-c2nc3ncccn3c2Cl)cc1	4	15%
CCOC(=O)c1c(N)sc(C(=O)Nc2ccccc2)c1C	-4	1.3%
COc1ccc(CC(=O)NC(=S)Nc2ccc(S(N)(=O)=O)cc2)cc1	.	1.5%
CC1CCC(C(=O)NC(C(=O)N2CCC3(CC2)OCCO3)C(C)C)CC1 (centres undefined)	5	0.2%
CN1CCN(c2ccc([N+](=O)[O-])cc2NC(=O)c2ccccc2)CC1	.	0.1%
O=C(NNC(=O)c1ccc(Cl)cc1Cl)c1csc(-c2cccnc2)n1	-1	-1.9%
Cc1ccc(N=C(c2cccs2)N2CCOCC2)cc1	.	-14%
COc1ccnc(CS(=O)c2nc3cc(OC(F)F)ccc3[nH]2)c1OC (centres undefined)	.	3.2%
N=C1/C(=C/c2cccn2-c2cccc([N+](=O)[O-])c2)C(=O)N=C2SC=CN12	12	4.7%
CS(=O)(=O)N(CC(=O)NCc1ccco1)c1ccc(Cl)cc1Cl	12	3.5%
CC1CCN(Cc2ccc(-c3nnn(CC(=O)NC4CCCCC4)n3)cc2)CC1	.	1.9%
Cc1nc(SCC(=O)Nc2c(C)n(C)n(-c3ccccc3)c2=O)[nH]c(=O)c1Cc1ccccc1	.	0.9%
